# HSP90 inh: HSP90 inhibitors, primary screen, cell lysate, luminescence. AID 1789, 2009. inhibition, % at 5.6 µM. Rabbit reticulocyte lysate, luciferase refolding luminescence, 3 h. hit rate 0.91% among 290,000. Heat shock protein HSP 90 (rabbit reticulocyte lysate; luciferase refolding);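 active = inhibition above the screen-wide mean plus 3 SD, computed separately per campaign, cut at about 16% in these data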;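 also: 0% = DMSO wells and 100% = 60 µM geldanamycin wells; inhibitors lower the luminescence because luciferase stays unfolded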
# IEC-6 cytotox: cytotoxicity in IEC-6 intestinal epithelial cells, primary screen, cytotoxicity control for KLF5 inhibitor project, cell-based, luminescence. IEC-6 cytotoxicity, luminescence viability. inhibition, % at 5 µM. hit rate 0.78% among 290,000. AID 1825, 2009; in the data active = inhibition above about 22%;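 also: 0% = plate median of test compound wells and 100% = cytotoxic reference compound wells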
# aSyn UTR inh: MLPCN primary screen, SNCA 5' untranslated region. alpha-synuclein 5'UTR reporter, inhibitor activity. inhibition, % (tested at 7.5 µM). hit rate 0.82% among 300,000. AID 1813, 2009; in the data active = inhibition above about 60%; inconclusive = no clear call, values can overlap the other calls;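 also: H4 neuroglioblastoma cells stably carrying SNCA 5'UTR luciferase fusion; 0% = DMSO wells and 100% = positive control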
# GSK3 alpha inh: blockers of GSK3A enzyme activity – biochemical, luminescence, cell-free homogeneous, HTS, primary screen; inhibition, % at 10 µM; GSK-3 alpha kinase, ADP-Glo luminescence, 60 min; AID 2650, 2010; Glycogen synthase kinase-3 alpha (Homo sapiens), P49840; hit rate 0.1% among 320,000;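 in the data active = inhibition above about 50%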;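 also: GST-tagged GSK-3 alpha with peptide substrate and 25 µM ATP; 0% = DMSO neutral wells and 100% = GW8510 positive control wells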
# Target sequence (P49840 whole entry, looked up): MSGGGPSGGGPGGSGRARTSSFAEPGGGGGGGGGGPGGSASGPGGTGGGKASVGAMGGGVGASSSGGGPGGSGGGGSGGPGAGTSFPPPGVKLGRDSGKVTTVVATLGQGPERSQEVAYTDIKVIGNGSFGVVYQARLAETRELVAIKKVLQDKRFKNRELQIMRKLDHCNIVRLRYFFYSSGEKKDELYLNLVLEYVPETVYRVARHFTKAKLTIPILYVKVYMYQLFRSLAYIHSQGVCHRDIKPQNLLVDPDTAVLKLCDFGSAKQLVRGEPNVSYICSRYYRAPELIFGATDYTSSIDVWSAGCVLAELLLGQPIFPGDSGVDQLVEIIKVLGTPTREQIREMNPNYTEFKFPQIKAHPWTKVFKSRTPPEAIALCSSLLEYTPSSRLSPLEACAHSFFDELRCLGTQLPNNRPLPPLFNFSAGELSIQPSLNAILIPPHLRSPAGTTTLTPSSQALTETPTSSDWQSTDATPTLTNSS
# AI-2 QS modul: Vibrio harveyi AI-2 quorum sensing modulators, primary screen, JMH597 strain, luminescence/OD600 ratio | activity change, % at 7.5 µM | Vibrio harveyi JMH597 AI-2 luminescence/OD600 ratio, 9 h; stronger effect = lower value; strain lacks LuxN and CqsS sensors; 0 = neutral-control median | hit rate 0.4% among 300,000; in the data active = activity change below about -75%, passing the limit was not always enough; inconclusive = no clear call, values can overlap the other calls;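 also: luminescence divided by OD600 gain over 9 h not by final OD600 alone; inactives centre near 13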
# HIF act: HIF pathway transcriptional activators, primary screen, cell-based, U2OS HRE-luciferase, luminescence | AID 1910, 2009 | activation, % at 7.5 µM (by protocol) | U2OS HRE-luciferase reporter; normalized: DMSO 0%, desferrioxamine 100% | hit rate 0.32% among 300,000;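 active = mean activation of at least 10% of the iron chelator positive control signal, with at least half of replicates also reaching 10%; inconclusive = mean and replicate majority disagree about reaching 10%; inactive = mean and most replicates under 10%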
# HSF1 activator: HSF-1 activators, primary screen, NIH3T3-HGL cells, MG132 stress, luminescence, single point | NIH3T3-HGL HSF-1 luciferase reporter, 8 h; 100% = twice DMSO control signal | activation, % at 9 µM | hit rate 1.7% among 300,000 | AID 504408, 2011;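 active = mean replicate activation of at least 50% with a set share of replicates each reaching 50%; inconclusive = only one of those two conditions met; inactive = mean below 50% and too few replicates reaching it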;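 also: 0% = median of the neutral control wells and 100% = twice that signal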
# GSK3B inh: human GSK3beta kinase inhibitors, primary screen, biochemical, cell-free homogeneous, HTS; GST-GSK3beta kinase, ADP-Glo luminescence, 60 min; stronger effect = lower value; AID 2097, 2009; activity score (negative = inhibition), % at 10 µM; Glycogen synthase kinase-3 beta (Homo sapiens), P49841; hit rate 0.038% among 300,000;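 active = more than half of replicate wells score below -50%, meaning over 50% inhibition versus plate controls; inconclusive = some replicates but at most half score below -50%; inactive = no replicate scores below -50%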;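 also: 0% = median DMSO wells and -100% = median GW8510 positive control wells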
# Target sequence (P49841 whole entry, looked up): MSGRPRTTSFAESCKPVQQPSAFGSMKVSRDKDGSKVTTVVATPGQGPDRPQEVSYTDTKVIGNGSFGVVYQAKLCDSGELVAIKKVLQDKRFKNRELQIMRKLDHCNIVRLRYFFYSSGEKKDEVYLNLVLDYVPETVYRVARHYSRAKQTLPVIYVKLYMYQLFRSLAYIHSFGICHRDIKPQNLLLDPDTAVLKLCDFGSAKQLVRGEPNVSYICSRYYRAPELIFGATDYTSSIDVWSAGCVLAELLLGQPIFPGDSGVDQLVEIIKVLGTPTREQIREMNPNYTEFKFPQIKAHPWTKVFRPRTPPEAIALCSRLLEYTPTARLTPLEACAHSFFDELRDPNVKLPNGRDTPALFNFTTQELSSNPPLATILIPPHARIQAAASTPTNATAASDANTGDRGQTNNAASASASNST
#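 Test system: GST-fused GSK3beta enzyme, cell-free | Quantity: 1.6 ng GST-GSK3beta enzyme per well | Reagent: 25 µM ATP with peptide substrate | Schedule: 60 min enzyme reaction, room temperature | Signal: Luminescent ADP-Glo measurement of ADP formed | Read-out basis: Score relative to plate controls | Control set: DMSO and 20 µM GW8510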
# KLF5 inhibitor: KLF5 expression inhibitors, primary screen, DLD-1 cells, luminescence. inhibition, % at 5 µM. hit rate 0.23% among 290,000. DLD-1 KLF5 promoter-luciferase reporter;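 active = inhibition above a per-plate limit of that plate's mean compound inhibition plus 3 SD, cut at about 60% in these data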;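 also: 0% = DMSO wells and 100% = LY294002 at 200 µM; higher means less KLF5 promoter-driven luciferase light; inactives centre near -14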
# HSF1 inhib: HSF1 inhibitors in luciferase reporter cells, primary screen, cell-based, NIH3T3, luminescence | NIH3T3-HGL HSE-luciferase, MG132-induced, luminescence 8 h; stronger effect = lower value | activity change, negative = inhibition, % at 7.5 µM (by protocol) | hit rate 0.77% among 300,000 | AID 2098, 2009;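 active = more than half of replicate wells show activity change below -50%, luminescence cut by over half; inconclusive = some wells, but at most half, below -50%; inactive = no replicate well below -50%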;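 also: luciferase reports HSF-1 transcriptional activity via heat shock element; 0% = median of DMSO wells and -100% = zero luminescence signal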
# An asterisk follows results filed as active; ? = inconclusive; · = not tested or not shown.
# Values run as follows: HSP90 inh, IEC-6 cytotox, aSyn UTR inh, GSK3 alpha inh, AI-2 QS modul, HIF act, HSF1 activator, GSK3B inh, KLF5 inhibitor, HSF1 inhib
> CCOC(=O)c1cnc(N2CCN(c3ccccc3)CC2)[nH]c1=O
→ 0, 0, 1, ·, 28, -0.7, -2, 0, -21, -7
> Cc1ccc(CCNC(=O)C2CC(c3ccccc3[N+](=O)[O-])=NO2)cc1 (stereo not drawn)
→ 0, 1, 16, -4, 14, 0.9, -19, 1, 2, -6
> O=C(NCC1CCCO1)C(c1ccncc1)N(Cc1ccc(F)cc1)C(=O)CN1C(=O)c2ccccc2S1(=O)=O (stereo not drawn)
→ -2, -8, 5, ·, 36, -2.1, -4, 1, 10, -7
> CN(C)/C=C/C(=O)c1ccc([N+](=O)[O-])c(CS(=O)(=O)c2ccccc2)c1
→ 1, 9, 5, -1, 27, -0.8, -8, -4, -6, -9
> Cc1ccc(S(=O)(=O)N2CCCC2C(=O)O)cc1 (stereo not drawn)
→ 0, 2, 12, 0, 18, 0.0, -13, -3, -16, -3
> O=C(Nc1ccn(Cc2c(F)c(F)c(F)c(F)c2F)n1)c1ccc(COc2ccccc2Cl)cc1
→ 1, -9, -2, ·, 1, -0.2, 10, -7, -23, -1
> COc1cccc(CN2C(=O)CCC2(C)C(=O)NC2CCCCC2)c1 (stereo not drawn)
→ -5, 0, 2, -1, 13, -0.1, -33, 1, -32, ?
> COc1cc(S(=O)(=O)NCc2ccccn2)ccc1Cl
→ 11, -1, -17, -2, 6, 1.3, 1, 4, -48, 1
> Nc1c(C(=O)NCc2ccccc2)sc2nc3c(cc12)C(=O)CCC3
→ 0, -2, -63, 0, 24, 1.6, 12, 0, -23, 3
> CCC(CCC(=O)Nc1cccc([N+](=O)[O-])c1)C(=O)O (stereo not drawn)
→ -2, 5, 7, -7, 12, -0.2, 0, 3, -24, -1
> COC(=O)c1c(S(C)(=O)=O)nc(-c2ccccc2)[nH]c1=O
→ 0, -2, 14, -1, 0, -0.4, -2, 0, -9, -13
> COc1ccc(NC(=O)CSCc2ccc(C#N)cc2)c(OC)c1
→ -3, 0, 2, -1, 4, 0.2, -3, 4, -42, 0
> CC1CCN(C(=O)COc2cccc3c2CCN(C)C3=O)CC1
→ 5, 2, -5, -1, 4, 0.5, 10, -1, -1, -2
> Cc1ccc(S(=O)(=O)N2CCCC2C(=O)n2nc(C)cc2C)cc1 (stereo not drawn)
→ -4, -8, -31, ·, 9, -61, 0, -2, -20, -6
> COc1ccc(/C=C(/NC(=O)c2ccccc2)C(=O)NCc2ccco2)cc1
→ 2, 5, -7, 2, 22, -0.1, -8, 0, -13, 5
> O=C(COC(=O)Cc1ccccc1F)Nc1ccc2c(c1)OCCO2
→ 0, 3, 2, -1, 17, 0.4, 39, 2, 1, 0
> O=C(NCC1CCCO1)c1ccc(NC(=O)c2cc(F)c(F)cc2Cl)cc1 (stereo not drawn)
→ -4, -1, 21, -5, 16, 0.2, 1, 1, -21, -1
> COc1cccc(NC(=O)CSc2nc3ccccc3c3nc4ccccc4n23)c1
→ 4, 2, -23, ·, 4, ·, ·, -4, 10, ·
> O=C(c1ccco1)N(Cc1cc2ccccc2[nH]c1=O)C1CCCCC1
→ 3, 2, 13, -1, 146, -0.5, -85, 3, 5, -82*
> COc1cc(NS(=O)(=O)c2ccc(NC(=S)NC(=O)c3sc4cc(F)ccc4c3Cl)cc2)nc(OC)n1
→ 2, -3, 17, 5, -34, 0.0, -10, 2, -47, -4

# Only aSyn UTR inh and KLF5 inhibitor (two entries from above):
canonical_smiles,aSyn UTR inh,KLF5 inhibitor
COc1ccc(/C=C(/NC(=O)c2ccccc2)C(=O)NCc2ccco2)cc1,-7,-13
O=C(COC(=O)Cc1ccccc1F)Nc1ccc2c(c1)OCCO2,2,1

# Returning to the listing, starting 4 compounds before the break.
# Values run as follows: HSP90 inh, IEC-6 cytotox, aSyn UTR inh, GSK3 alpha inh, AI-2 QS modul, HIF act, HSF1 activator, GSK3B inh, KLF5 inhibitor, HSF1 inhib
> O=C(NCC1CCCO1)c1ccc(NC(=O)c2cc(F)c(F)cc2Cl)cc1 (stereo not drawn)
→ -4, -1, 21, -5, 16, 0.2, 1, 1, -21, -1
> COc1cccc(NC(=O)CSc2nc3ccccc3c3nc4ccccc4n23)c1
→ 4, 2, -23, ·, 4, ·, ·, -4, 10, ·
> O=C(c1ccco1)N(Cc1cc2ccccc2[nH]c1=O)C1CCCCC1
→ 3, 2, 13, -1, 146, -0.5, -85, 3, 5, -82*
> COc1cc(NS(=O)(=O)c2ccc(NC(=S)NC(=O)c3sc4cc(F)ccc4c3Cl)cc2)nc(OC)n1
→ 2, -3, 17, 5, -34, 0.0, -10, 2, -47, -4
> CCN(CC)c1ccc(/C=N/NC(=O)CNC(=O)c2cccnc2)cc1
→ -5, 5, 6, -2, 4, -0.4, -19, 2, -26, 1
> CN1C[C@@H]2C(c3ccc(Cl)nc3)C3(c4cccnc4)CC2(C3)[C@H]1c1ccccc1 (stereo partly drawn)
→ ·, ·, -20, -3, 6, 0.0, 8, -2, ·, 1
> Cn1c(=O)n(C)c2cc(NC(=O)C(F)(F)F)ccc21
→ -2, 2, -11, -1, 25, -0.3, -10, 5, 10, 1
> CC(=O)c1ccc(NC(=O)CSc2ccc3nnc(-c4cccnc4)n3n2)cc1
→ -1, -8, 3, 2, 6, -0.2, -2, 1, -14, -1
> COc1cc(C)nc(-c2csc(C)n2)n1
→ -1, -1, -15, -1, 26, -0.5, -10, 3, -11, -5
> COc1ccccc1C(=O)Nc1ccc2c(c1)nc(CN1CCCCC1)n2C
→ 4, 0, -25, 0, 42, -2.0, -20, 2, 2, -14
> Cc1ncsc1C(=O)Nc1nc2c(s1)CCCC2
→ 1, 1, -159, 0, -3, 1.8, 20, -1, -114, 14
> O=C(NC1CCCc2ccccc21)c1ccc(F)cc1F (stereo not drawn)
→ -3, 5, 13, -4, 27, -0.3, 10, 1, 11, 0
> Cc1csc(SCC(=O)Nc2cccc(S(=O)(=O)N3CCOCC3)c2)n1
→ 0, -4, 3, -3, 18, 0.2, 0, 3, 2, 2
> COc1ccc(-c2nnc(SCC(=O)Nc3sc4c(c3C#N)CCCC4)n2-c2ccccc2)cc1
→ 0, -4, 34, -6, 29, -0.4, -9, 0, -28, 2
> N#Cc1c(/N=C/N2CCOCC2)sc2c1CCCCC2
→ -2, 1, -122, -1, 9, 0.8, 36, 2, -197, 23
> N#Cc1c(-c2ccccc2)ccn(Cc2ccc(Cl)cc2)c1=O
→ -1, 3, -13, -6, 12, -0.3, 9, 0, -5, -2
> CSc1ccc(S(=O)(=O)N2CCC(C(=O)Nc3cccnc3)CC2)cc1
→ 0, -6, 23, -1, 23, 0.3, -9, 3, -1, 1
> O=C1CN(C(=O)COC(=O)c2ccc(N3CCCCCC3)c([N+](=O)[O-])c2)c2ccccc2N1
→ 2, -2, -14, 1, 14, -0.5, 28, -1, -2, 5
> CCC(=O)Nc1ccc(NC(=O)CSc2nnc(-c3ccc(O)cc3)n2CC2CCCO2)cc1 (stereo not drawn)
→ 1, -1, ·, 0, 11, ·, ·, 1, -22, ·
> CC1CCCCC1NC(=O)COC(=O)C12CC3CC(CC(Cl)(C3)C1)C2 (stereo not drawn)
→ 2, 2, -23, 1, -10, -0.5, 6, -2, 4, -7
> Cc1cc(N2C(=O)CC(C(C)c3ccccc3)C2=O)no1 (stereo not drawn)
→ 0, -4, -4, -3, 14, -0.2, -21, 0, 2, -7
> CCC(CC)COC(=O)C1=C(C)NC(=O)NC1c1cc(OC)ccc1OC (stereo not drawn)
→ 4, -7, -17, -2, -12, 1.1, 70*, -3, 4, 26
> CS(=O)(=O)c1ccc(Cl)c(NC(=O)COC(=O)CCN=C2NS(=O)(=O)c3ccccc32)c1
→ ·, ·, 15, 2, 19, -0.8, -24, -1, ·, 4
> CCOc1ccc(NS(=O)(=O)c2ccc(C(=O)N(CC)CC(=O)NCc3cccs3)cc2)cc1
→ 8, 5, 13, -1, 20, -0.4, 12, -2, -6, 15
> O=C(Nc1cccc(S(=O)(=O)N2CCCCC2)c1)c1cc([N+](=O)[O-])ccc1N1CCOCC1
→ ·, ·, 3, -2, 24, -0.2, 11, -1, ·, -3
> CCCn1cnc2c(=O)oc3ccccc3c21
→ 6, -1, 1, 4, ·, -0.2, 8, ·, -18, 0
> Cc1nc(-c2ccccc2)sc1-c1nc(-c2cccnc2)ncc1S(=O)(=O)c1ccccc1
→ 1, 2, -8, 0, 6, -0.4, 0, -8, -18, 2
> N=C1/C(=C\c2ccc(Br)o2)C(=O)N=C2SC(CC(=O)N3CCOCC3)=NN12
→ -5, -4, -14, -1, 36, 0.2, -17, -13, -22, -2
> O=C(NCCc1ccccc1)C1=CCN(S(=O)(=O)c2ccccc2)CC1
→ -6, 0, -37, 1, 24, 1.5, 17, 2, -42, 10
> COc1ccc(/C=N/NC(=O)c2ccc(O)cc2O)cc1CSc1ccccn1
→ 4, 3, -6, -1, 27, 0.6, 22, 1, -16, -6
> Cc1cc(C(=O)N/N=C/C(Cl)=C/c2ccccc2)c(C)o1
→ -3, 9, -67, 10, 0, 2.4, 27, 1, -34, 12
> Clc1cccc(-c2ccc(C=Nc3ccc(N4CCOCC4)cc3)o2)c1
→ 1, 3, -5, -4, 28, -0.4, 17, 0, -10, 14
> O=C1CC(c2ccc(S(=O)(=O)N3CCN(c4ccccc4)CC3)cc2)CN1 (stereo not drawn)
→ 4, -1, 3, -2, 1, -0.3, -20, -4, -21, -6
> Cc1ccccc1CS(=O)(=O)CCC(=O)NCCCN1CCN(c2ccccc2F)CC1
→ -2, 2, -4, -1, 7, -0.8, -11, 2, 2, -9
> O=C(CCc1nnc(C2CCCCC2)o1)N1CCN(c2ccccc2F)CC1
→ -3, -2, -112, -4, 57, 2.2, 37, 4, -110, 17
> Cc1ccc2nc3nc(NCC4CCCO4)c(C(=O)NC4CCCCC4)cc3c(=O)n2c1 (stereo not drawn)
→ -1, -2, -28, -3, 15, 0.5, 6, 1, -6, -2
> CCOC1CC(C)(C)NC(=S)N1 (stereo not drawn)
→ 5, 1, 17, -3, 11, -0.2, -11, 0, 15, -3

# Screening data (PubChem)
